High-throughput results: PubChem, several laboratories
CRFR2-BP antag: antagonists of CRF-binding protein/CRF-R2 receptor complex; AID 588475; HEK293 CRF-R2/CRF-BP, CRF-induced calcium fluorescence; inhibition, % at 11.8 µM; 0.59% of 350,000 active;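 active means inhibition of the ligand-induced calcium signal above about 50% at the single tested concentration, limit read from the data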
VIM-2 inh: blocks Pseudomonas aeruginosa VIM-2 metallo-beta-lactamase. purified VIM-2, nitrocefin hydrolysis, epi-absorbance fluorescence. inhibition, % at 5.6 µM. 0.89% of 290,000 active;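 active means inhibition above the mean of all tested compounds plus 3 SD, cutoff set per screening run, cut at about 7.5% in these data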;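 further: red hydrolysis product quenches plate fluorescence so inhibitors raise well fluorescence; 0% = enzyme with DMSO and 100% = DMSO without enzyme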
IMP-1 inh: blocks Pseudomonas aeruginosa IMP-1 metallo-beta-lactamase. purified IMP-1, nitrocefin hydrolysis, epi-absorbance fluorescence. 0.45% of 290,000 active. inhibition, % at 5.6 µM;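 active means inhibition above the mean plus 3 SD of all compounds in the same screening run, cut at about 4.5% in these data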;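 further: 0% = IMP-1 with DMSO and 100% = DMSO wells lacking enzyme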
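assay system = purified recombinant IMP-1 metallo-beta-lactamase enzyme | schedule = 15 min preincubation plus 25 min reaction at 25 °C | signal = Epi-absorbance fluorescence, 480 nm excitation, 530 nm emission | read-out basis = percent inhibition from optical density relative to buffer-blank wells | controls = IMP-1 with DMSO as 0%, enzyme-free DMSO as 100%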
IDE inh: inhibitors of human insulin-degrading enzyme in cells; 0.41% of 320,000 active; AID 434962; inhibition, % at 5.59 µM; HEK cells, FAbetaB cleavage, fluorescence polarization;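 active means percent inhibition above the average of all tested compounds plus 3 SD, set per screening campaign, cut at about 16% in these data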;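 further: IDE supplied by intact live HEK cells; FP after avidin binding of uncleaved biotin substrate so inhibition keeps polarization high; 0% = DMSO wells and 100% = 60 µM reference IDE inhibitor Ii1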
IDE act: boosts human insulin-degrading enzyme activity in HEK cells; FAbeta-B cleavage, fluorescence polarization; 0% vehicle, 100% cell-free pure enzyme wells; activation, % at 5.96 µM; 0.073% of 340,000 active;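 active means activation above the mean of all tested compounds plus 3 SD, set per screening campaign, cut at about 17% in these data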
SUMO HTRF inh: SUMOylation inhibition | HTRF SUMOylation assay, SAE1/SAE2 + UBC9, in vitro | inhibition, % at 35 µM | 0.36% of 290,000 active; in the data active means inhibition above about 50%, passing the limit was not always enough; further: strong numbers were not always called active
Target sequence (P63279 whole entry, looked up): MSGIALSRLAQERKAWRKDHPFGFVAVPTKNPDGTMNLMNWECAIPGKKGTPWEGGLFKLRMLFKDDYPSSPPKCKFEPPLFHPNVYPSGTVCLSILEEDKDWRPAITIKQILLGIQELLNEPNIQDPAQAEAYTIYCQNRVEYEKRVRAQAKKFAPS
pCIP destab: compounds decreasing mouse p/CIP protein stability | Q05BA5 | F442A p/CIP-EGFP cells, EGFP fluorescence, 16 h | decrease of EGFP signal, % at 10 µM | 0.01% of 290,000 active;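 active means EGFP signal decrease of at least 30% at 10 µM or well 3 SD below plate mean, unless failing retest; inactive means the rest, including hits failing retest or dose response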; further: some compounds called inactive have numbers as strong as hits; many of its hits are not listed in these tables
HCV NS3 hel inh: blocks Hepatitis C virus NS3 helicase unwinding; 0.56% of 290,000 active; NS3 helicase DNA unwinding, Cy5 molecular beacon fluorescence; AID 1800; inhibition, % at 10.9 µM;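 active means inhibition above the mean of all tested compounds plus 3 SD, set per campaign, cut at about 35% in these data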;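 further: 0% = DMSO wells and 100% = thioflavine S control wells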
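Test system: hepatitis C virus NS3 helicase domain fragment enzyme. Also added: annealed dual-labelled DNA beacon duplex, ATP-started. Timing: 60 min unwinding reaction at 25 °C after ATP addition. Technique: Cy5 fluorescence. Measure: % inhibition of unwinding.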
GalR3 antag: blocks the human galanin receptor 3; O60755; HEK293 GalR3-CNG cAMP membrane potential fluorescence; galR3 body fused to GalR1 C-terminus; inhibition, % at 3 µM; 0.44% of 360,000 active; AID 651719;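 active means inhibition above the screen-wide average plus 3 SD, cut at about 13% in these data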;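 further: forskolin and galanin both at EC90 stimulate the cells; cAMP rise reported by CNG channel membrane potential dye signal; 0% = forskolin plus galanin with DMSO and 100% = forskolin alone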
Target sequence (O60755 1-299 limits assumed): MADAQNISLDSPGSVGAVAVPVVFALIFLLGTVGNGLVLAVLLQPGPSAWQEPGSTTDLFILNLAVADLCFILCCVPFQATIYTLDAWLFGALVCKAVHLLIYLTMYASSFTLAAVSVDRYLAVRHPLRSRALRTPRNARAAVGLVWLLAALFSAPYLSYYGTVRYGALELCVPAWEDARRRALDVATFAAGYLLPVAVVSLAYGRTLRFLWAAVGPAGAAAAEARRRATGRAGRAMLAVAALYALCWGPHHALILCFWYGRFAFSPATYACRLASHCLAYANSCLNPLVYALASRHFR
* hit, by the source's call; . = no result given.

| SMILES | SUMO HTRF inh | IMP-1 inh | pCIP destab | HCV NS3 hel inh | IDE inh | IDE act | GalR3 antag | VIM-2 inh | CRFR2-BP antag |
| --- | --- | --- | --- | --- | --- | --- | --- | --- | --- |
| COC(=O)CN1C(=O)C(O)(CC(=O)c2ccc(C)cc2)c2ccccc21 (stereo not drawn) | 8 | -0.6 | 2 | 8 | 7 | 1 | 10 | 0.8 | -12 |
| Cc1cccc(C)c1NC(=O)CN1CCN(C(=O)c2ccc(OCc3cn4ccccc4n3)cc2)CC1 | . | . | . | . | 3 | 4 | -6 | . | 4 |
| CN1C(C(=O)c2ccccc2)=C(N)c2ccccc2S1(=O)=O | 0 | -1.1 | 1 | -2 | 6 | 4 | -12 | 1.0 | 25 |
| CC1(C)CC(=NOC(=O)c2ccccc2)CC(C)(C)N1 | 5 | 1.5 | 7 | 18 | 2 | -4 | . | -1.2 | 3 |
| CCOc1ccc(NC(=O)COC(=O)CCC(=O)c2cccs2)cc1 | . | . | . | . | 3 | 3 | -2 | . | -14 |
| CCOc1ccc(-n2c(N)c(C(=O)NCc3ccco3)c3nc4ccccc4nc32)cc1 | 19 | -5.3 | -8 | 2 | -5 | 2 | . | -4.2 | -5 |
| CCOc1cc(/C=C/c2ccc3cccc([N+](=O)[O-])c3n2)ccc1OCC(=O)N(C)C | -11 | -4.2 | -19 | -21 | 2 | -1 | 1 | -1.3 | 4 |
| Cc1nn(Cc2ccccc2Cl)c2sc(C(=O)OC3CCCC3=O)cc12 (stereo not drawn) | -6 | 0.6 | -2 | -20 | 13 | 2 | 4 | -0.6 | -12 |
| Cc1ccc(C(C(=O)NC2CCCCC2)N(Cc2ccco2)C(=O)C2COc3ccccc3O2)o1 (stereo not drawn) | -9 | -3.8 | -9 | -8 | 2 | 8 | -8 | -3.3 | 8 |
| O=C(Cn1nc(Cc2cccnc2)c2ccccc2c1=O)NCC1COc2ccccc2O1 (stereo not drawn) | 8 | -4.5 | -5 | 5 | 6 | -5 | -2 | -5.8 | -2 |
| O=C(O)c1[nH]c2ccccc2c1C(c1cc(Br)ccc1O)c1c(C(=O)O)[nH]c2ccccc12 | 42 | -0.3 | -7 | 36 | -2 | 2 | -8 | 2.3 | 5 |
| OCC1(CCc2ccccc2)CCN(Cc2cc(F)ccc2-n2cccn2)CC1 | 10 | -2.5 | -23 | -11 | 1 | -2 | -5 | -3.1 | -10 |
| CC(C)(C)Cc1nnc(NC(=O)c2ccc([N+](=O)[O-])cc2)s1 | 6 | -3.9 | -4 | 3 | 0 | 5 | 3 | -2.1 | -6 |
| Cc1ccc(CNC(=O)CCC(=O)n2ncc3cc(C)ccc32)cc1 | -3 | -1.2 | 15 | 7 | -3 | 8 | . | -1.8 | -1 |
| O=C(CCCCCN1C(=O)c2ccccc2C1=O)Nc1nccs1 | 2 | -3.5 | 2 | 5 | -5 | -2 | -4 | -2.4 | 12 |
| COc1ccccc1N1CCN(C(CNS(=O)(=O)c2ccccc2)c2cccnc2)CC1 (stereo not drawn) | 4 | -4.5 | 6 | -2 | 0 | -2 | . | -5.4 | 14 |
| CC(=O)Nc1ccc(S(=O)(=O)Oc2cccc(/C=C3\SC(N)=NC3=O)c2)cc1 | 50* | -1.4 | -14 | -25 | -3 | 0 | -8 | -2.5 | 0 |
| COCCNC(=O)CN1C(=O)CSc2ccc(S(=O)(=O)N3CCOCC3)cc21 | 5 | -1.5 | -8 | 13 | 5 | -3 | 1 | -0.7 | -5 |
| Cc1c(C(=O)NC2CCCc3ccccc32)oc2ccc(S(=O)(=O)N3CCOCC3)cc12 (stereo not drawn) | 23 | -1.9 | -7 | -5 | -1 | -1 | -6 | -4.2 | -22 |
| Clc1ccc(OCCCN2CCc3ccccc3C2)c(Br)c1 | -3 | -1.4 | -6 | -62 | 4 | 0 | -5 | -0.9 | -27 |
| CCSc1nnc(NC(=O)c2cc3c(s2)CCCC3)s1 | 13 | -2.7 | -11 | 0 | 1 | 1 | -6 | -3.0 | -5 |
| O=C(Nc1cc(Oc2ccccc2)cc([N+](=O)[O-])c1)C12CC3CC(C1)CC(n1cnc(Cl)n1)(C3)C2 | -24 | -3.2 | -8 | -24 | -5 | 8 | 5 | -4.2 | 0 |
| Fc1ccc(COc2ccc(Cl)cc2/C=N/Nc2nc(N3CCCC3)nc(N3CCCC3)n2)cc1 | 4 | -1.9 | -7 | -2 | 1 | 2 | -4 | -1.2 | 7 |
| CCNc1ccc(C(=O)OCC(=O)c2cc(C)n(Cc3ccc4c(c3)OCO4)c2C)cc1[N+](=O)[O-] | 6 | -0.6 | 4 | 0 | 8 | -2 | -1 | -1.8 | 2 |
| Cc1ccc(CSCc2ccc(C(=O)NC3CC3)o2)cc1 | . | -2.2 | -14 | 0 | -4 | 2 | -8 | -1.5 | 13 |
| COC(=O)[C@H](Cc1ccccc1)NC(=O)NCc1ccccc1OC | 12 | -4.9 | 6 | -13 | 1 | 6 | -5 | -4.8 | 0 |
| Nc1nonc1-n1nnc(C(=O)N/N=C/c2ccc(F)cc2)c1-c1cccs1 | 18 | -0.8 | -15 | -6 | -1 | 0 | -7 | 0.5 | -23 |
| NC(=O)COC(=O)c1ccc2noc(-c3ccccc3)c2c1 | 7 | -0.6 | -14 | 29 | 6 | -2 | -7 | 1.0 | 7 |
| CCOC(=O)Cn1cc(/C=C(\C#N)C(=O)N2CCOCC2)c2ccccc21 | 18 | -1.7 | 2 | 8 | 1 | 5 | -2 | -1.9 | -1 |
| Cn1c2ccsc2c2ncn(Cc3ccccc3F)c(=O)c21 | . | . | . | . | 2 | -2 | -6 | . | -2 |
| COc1cc(/C=N/n2c(C)n[nH]c2=S)ccc1OCc1ccc(F)cc1 | 6 | -5.9 | -10 | 3 | 1 | -10 | -3 | -5.0 | -14 |
| CC(=O)N1CCN(C(=O)c2ccc(OC3CCN(CCc4ccccc4)CC3)cc2)CC1 | 9 | -0.5 | -7 | -3 | 1 | 2 | 3 | 0.5 | -2 |
| CC1(O)c2ccccc2C(=O)N1CCc1ccccc1F (stereo not drawn) | -6 | -4.2 | -2 | -6 | 0 | 2 | -3 | -2.7 | 59* |
| CC(C)(C)OC(=O)NCCc1nnc(SCC(=O)Nc2cccc(Cl)c2)o1 | -2 | -1.2 | -3 | -9 | 5 | 2 | -3 | -1.5 | -7 |
| CCOC(=O)/C(=C/Nc1ccccc1)[N+](=O)[O-] | 13 | -1.4 | -4 | 0 | 5 | 3 | -3 | -1.6 | 3 |
| Cc1ccc(NC(=O)CN2C(=O)S/C(=C\c3ccccn3)C2=O)cc1 | 5 | -0.7 | 2 | -12 | 6 | 4 | -5 | -1.7 | -2 |
| COc1ccccc1N1CCN(C(=O)c2ccc3[nH]c(C)c(C)c3c2)CC1 | 6 | -2.1 | 6 | -6 | 2 | 1 | 0 | -0.7 | -7 |
| CN(C)/C(=N\S(=O)(=O)c1ccccc1)c1ccc(Cl)cc1 | 4 | -4.0 | -2 | 2 | 4 | 3 | -11 | -5.1 | 7 |
| C=CCN(CC=C)C(=O)c1cccc(S(=O)(=O)N2c3ccccc3CC2C)c1 (stereo not drawn) | 9 | -3.4 | -13 | 2 | 1 | 7 | -7 | -2.4 | 23 |
| CCC(C(=O)NC1CC1)n1nc(C)c2c(C)n(-c3ccccc3)nc2c1=O (stereo not drawn) | 11 | -6.9 | 5 | 10 | -2 | 1 | -9 | -2.2 | -10 |
| Cn1c(C(=O)N2CCCC(C(=O)NCc3cccs3)C2)cc2sccc21 (stereo not drawn) | 8 | -1.4 | -9 | 6 | 4 | 0 | 4 | -0.8 | 14 |
| CCCc1cc(=O)[nH]c(SCC(=O)NCc2ccc3c(c2)OCO3)n1 | 12 | -3.1 | -11 | 1 | -2 | -3 | -6 | -0.9 | -4 |
| COc1ccccc1OCC(=O)Nc1ccc(N2CCCCC2)cc1 | -2 | -3.4 | 2 | -16 | -4 | -4 | -2 | -1.6 | 7 |
| O=C(CC1C(=O)NCCN1Cc1cccc(F)c1)NC1CCCCCC1 (stereo not drawn) | 9 | -1.8 | -10 | -9 | -3 | 0 | -2 | -3.1 | -17 |
| CCN(CCCNC(=O)CCCN1C(=O)COc2ccc(C)cc21)c1cccc(C)c1 | 8 | -3.4 | -13 | -8 | 4 | 3 | -6 | -0.5 | 2 |
| OCCN(CCO)c1nc(-c2ccccc2)nc2c1oc1ccccc12 | -12 | -0.1 | 4 | -14 | 1 | -7 | -6 | 1.4 | -7 |
| O=C(Nc1ccc(S(=O)(=O)N2CCc3ccccc32)cc1)C(F)(F)F | -12 | -1.4 | -6 | -10 | 0 | -2 | -11 | -0.1 | 1 |
| S=c1nc(-c2csc3c2CCCC3)[nH][nH]1 | -2 | -3.0 | 13 | 4 | 5 | -9 | 2 | -4.0 | -29 |
| O=S(=O)(Cc1ccccc1)Nc1ccc(Br)cn1 | 14 | -1.9 | -10 | 7 | 2 | -2 | -3 | -2.6 | -7 |
| CN(C)S(=O)(=O)c1ccc(N2CCCC2)c(C(=O)Nc2ccccc2N2CCOCC2)c1 | 6 | . | 0 | . | . | -1 | 0 | . | 15 |
| N#Cc1cccc(NC(=O)CNc2cccc(S(=O)(=O)N3CCCCC3)c2)c1 | . | . | . | . | -6 | -3 | -5 | . | -10 |
| CCn1cc(C(=O)O)c(=O)c2cc3c(cc21)OCO3 | -17 | -2.7 | -13 | -3 | -2 | . | . | -3.3 | . |
| CC(=O)c1cccc(NC(=O)CN2C(=S)NC(C)(C)CC2C)c1 (stereo not drawn) | -5 | -2.0 | 5 | 8 | 0 | 1 | -1 | -1.1 | 31 |
| COc1ccccc1C1CC(c2ccccc2)Nc2ncnn21 (stereo not drawn) | 6 | -2.8 | -4 | -1 | -1 | 5 | . | -5.3 | -49 |
| CCOc1ccc(CCNC(=O)CCS(=O)(=O)c2ccc(Br)cc2)cc1OCC | -7 | -2.8 | 8 | 0 | 0 | -1 | -10 | -2.7 | -3 |
| O=C(NCc1ccco1)C1CCCN1C(=O)NCc1ccccc1 (stereo not drawn) | 6 | -2.7 | -14 | 5 | 1 | 2 | -3 | -2.5 | -3 |
| CCn1c(=O)n(CC)c2cc(N3CCCC3)c(NC(=O)c3cccc(C)c3)cc21 | 14 | -5.0 | -13 | 5 | 1 | 5 | -6 | -3.9 | 15 |
| Cc1c(C(=O)N2CCN(Cc3ccc4c(c3)OCO4)CC2)sc2ncnc(N3CCN(c4ccccc4F)CC3)c12 | -16 | -4.3 | 4 | -15 | 2 | 0 | 5 | -3.7 | 14 |
| COc1ccc(C(C)=O)cc1CSc1nnc(-c2ccccc2O)n1-c1ccccc1 | -14 | -3.2 | -12 | -7 | -6 | -4 | -5 | -2.2 | -5 |
| Cc1cc2c(C)nc3ccccc3c2o1 | 12 | -1.7 | -1 | -8 | 2 | -1 | -3 | 0.4 | 4 |

With a hit mark in CRFR2-BP antag, among the entries above:
| SMILES | SUMO HTRF inh | IMP-1 inh | pCIP destab | HCV NS3 hel inh | IDE inh | IDE act | GalR3 antag | VIM-2 inh | CRFR2-BP antag |
| --- | --- | --- | --- | --- | --- | --- | --- | --- | --- |
| CC1(O)c2ccccc2C(=O)N1CCc1ccccc1F (stereo not drawn) | -6 | -4.2 | -2 | -6 | 0 | 2 | -3 | -2.7 | 59* |
